Bioassay records from PubChem BioAssay.
Pf Dd2 growth: blocks in vitro growth of P. falciparum Dd2; P. falciparum Dd2 growth, SYBR Green, 72 h; Potency, µM (doses to about 28.9 µM), for inactives: at the top dose activity, negative = inhibition, hits mostly inhibitors; actives 4.3% (n = 120,000); active = well fitted inhibition curve with a large enough effect; inconclusive = small, poorly fitted or top-dose-only effect; inactive = no such curve, though single readings can be large or run the other way;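 note: plate controls were DMSO vehicle for no effect and reference drug for full effect; nearly all actives have a fitted effect of over 65% in size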
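Infected erythrocytes (Dd2, 0.3% parasitemia, 2.5% hematocrit final) are added to compound in RPMI-1640/Albumax II medium, grown 72 h at 37C in low oxygen, then lysed with saponin/Triton-X containing SYBR Green and read by fluorescence.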
Starred values were filed as active, the others as inactive; i = inactive; ? = inconclusive; & = joins results of further samples; [ ] = dose if it differs, or a comment. Potency is the fitted concentration of half-maximal effect. These rows are one share of the data; rates above refer to the full screens.

SMILES | Pf Dd2 growth
COC[C@@H]1CN(S(=O)(=O)c2cnc[nH]2)C[C@H]1c1ccccn1 | 19.4%
COc1ccc(C2(C(=O)NC3CCN(C(=O)N4CC5CC(C4)[C@H]4CCCC(=O)N4C5)CC3)CC2)cc1 (some centres not stated) | i
COc1cccc(NC(=O)Cn2c(=O)n(CCC(=O)NCc3ccccc3OC)c(=O)c3ccccc32)c1 | -1.8%
CN1CCN(C(=O)Cc2c[nH]c3ncc(-c4cccc(Cl)c4)cc23)CC1 | i
CC(C)C1CN(C(=O)c2cncc(F)c2)CCC(=O)N1Cc1ccc(F)cc1 (configuration not stated) | -3.3%
COc1ccccc1-c1cc(C(=O)NCc2ccnc(N)c2)c2c(c1)ncn2C | 25.0%[44.1 µM]
COCc1cc(=O)n(CC(=O)Nc2cccc(Br)c2)c(N2CCOCC2)n1 | -14.2%
CCc1cccc(-n2nnc(-c3nc(-c4ccc5c(c4)OCO5)no3)c2C)c1 | -2.6%
CC(=O)NC[C@@H]1C=C(C)[C@H](Cc2nnc(-c3cncn3C)o2)C[C@H]1C(C)C | 0.4%[44.1 µM]
COc1cccc(OCC(=O)c2ccc3c(c2)N(CCCC(=O)NCC2CCCO2)C(=O)CO3)c1 (configuration not stated) | i
COc1ccc(-c2noc(-c3nc(-c4ccc5c(c4)OCO5)no3)n2)cc1 | i
Cc1cc(NS(=O)(=O)c2ccc(NC(=O)COc3cc(C)c(Br)cc3C(C)C)cc2)no1 | 33.5%[activator][5.79 µM]
O=C(CC(=O)Nc1ccccc1F)Nc1ccc2nc3n(c(=O)c2c1)CCCCC3 | i
Cc1cccc(-n2c(C)cc(C(=O)C(=O)Nc3ccccc3F)c2C)c1C | -27.2%
COc1ccc(CNC(=O)c2ccc3c(c2)N(Cc2ccccc2)C(=O)c2ccccc2S3(=O)=O)cc1 | ?
CC(C)CN(CC1CN(C(=O)c2ccc(Cl)c(Cl)c2)CCO1)C(=O)c1cccc(F)c1 (configuration not stated) | -7.0%
CCc1nn(-c2ccccc2)c(Oc2ccccc2OC)c1CCC(=O)NCC1CC1 | -0.4%
Cc1ccccc1OCC(=O)Nc1cccn2nc(-c3cccnc3)nc12 | i
Cc1ccc(CSc2c(C)cnc3c2c(=O)n(C)c(=O)n3C)cc1 | -16.0%
COc1ccc(Nc2cc(C(=O)NCc3ccccc3)c3ccccc3n2)c(OC)c1 | -13.2%
CO[C@H]1C(=O)N(C2CCN(C(=O)c3cnccc3C)CC2)[C@H]1c1ccncc1 | 22.4%
O=C(Nc1nc2c(F)cccc2s1)c1ccc(S(=O)(=O)N2CCOCC2)cc1 | 15.9%
COc1ccc(-n2cc(-c3ccccc3)c3c(Nc4ccc(OC)c(OC)c4)ncnc32)cc1 | -19.1%
COCCN1CCC(N2CCN(C(=O)c3cccc(Cl)c3)CC2)C1=O (configuration not stated) | -3.3%
COc1ccc(CN2CCc3nc(C(=O)Nc4ccc(Cl)cc4)oc3CC2)cc1OC | -9.3%
CCOc1ccc(OCC)c(NC(=O)C2CCN(S(=O)(=O)c3c(C)noc3/C=C/c3ccccc3F)CC2)c1 | i
CCCCCC(=O)N[C@H]1C[C@@H](Cc2cc(COC(=O)CCCCC)on2)C1(C)C | -5.7%[44.1 µM]
COc1ccc(NC(=O)c2csnn2)cc1Cl | -16.9%
COc1ccc(NC(=O)c2oc3ccccc3c2NC(=O)C23CC4CC(CC(C4)C2)C3)c(OC)c1 | -29.1%
CCOc1ccc(NC(=O)c2sc3nc4c(cc3c2N)CN(Cc2ccccc2)CC4)cc1 | ?
COc1ccc(C2=C(C)C(N3CCC(C(=O)Nc4ccc(F)cc4C)CC3)=NS2(=O)=O)cc1 | 49.9%[activator]
O=C(Cn1cc(S(=O)(=O)Cc2cccc(Cl)c2)c2ccccc21)NCCc1ccccc1 | 11.8%
COc1ccc(Oc2nc3c(C)cccn3c(=O)c2/C=C(\C#N)c2nc3ccccc3[nH]2)cc1 | 1.4%
CC(C)CCN1CCn2c(nnc2-c2cccnc2)C1 | ?
Cn1ncc(C(=O)N2CCN(c3ccccc3F)CC2)c1C1CCN(C(=O)OC(C)(C)C)CC1 | ?
CC(=O)Nc1ccc(C2(C(=O)NCc3ccc(C)o3)CCC2)cc1 | -9.8%
Cc1nc(C)c(CCNS(=O)(=O)c2ccc(C)c(C)c2)s1 | 28.7%
CCOC(=O)c1c(S(=O)(=O)N2CCCC(C(=O)Nc3ccc(C)cc3C)C2)c(C)n(CC)c1C (configuration not stated) | i
CC(C)CCNC(=O)Nc1ccc2c(c1)N(Cc1ccccc1)C(=O)c1ccccc1S2 | ?
O=C(c1ccccc1)N1CCC(c2nc(C3CCOCC3)no2)C1 (configuration not stated) | 32.6%[activator]
O=C1c2c(-c3nc(-c4ccsc4)no3)nnn2CCN1Cc1ccccc1F | -4.5%
COCCNC(=O)c1cc(C2CC2)nc2c1c(C1CCNCC1)nn2C | 17.3%
COCCNC(=O)c1cccc(-n2c(C)nc3cccnc32)c1 | i
CCN1CCC(c2nc3ccc(F)cc3c(=O)[nH]2)CC1 | 0.3%&-0.6%[44.1 µM]
COc1ccc(N2CCN(C(=O)c3cc4c(=O)n(Cc5ccccc5)ccc4nc3C)CC2)cc1 | -16.3%
CCCS(=O)(=O)N1CCC(Cc2nc(-c3ccncc3)n[nH]2)C1 (configuration not stated) | -20.1%
O=c1c(S(=O)(=O)c2ccccc2)cn(Cc2cccc(F)c2)c2cc(N3CCCC3)c(F)cc12 | -13.9%
O=C(NCc1ccccc1F)c1ccc2c(c1)CN(C1CCSCC1)CCO2 | i
Cc1ccc(CN2CCN(C3CCN(C(=O)Nc4ccccc4C(F)(F)F)CC3)C(=O)C2=O)cc1 | 9.6%
O=C1NCc2ccccc2CC12CCCN2Cc1ccc(Cl)s1 (configuration not stated) | 10µM*
CCOC(=O)c1ccc2c(c1)N(Cc1ccc(F)cc1Cl)C(=O)c1ccccc1S2 | ?
Cc1ccccc1-c1cc2nccc(-c3cc(Cl)ccc3O)n2n1 | -5.7%
N#Cc1cccc(CN2CC[C@H](c3nc4ccccc4o3)C2)c1 | ?
O=C(c1ccc2c(c1)OCO2)N1CC(Oc2ccc(F)cc2F)C1 | -2.2%
C[S+](=O)([O-])N1CCC2CC(=O)NCCC2C1 (configuration not stated) | 44.3%[activator][44.1 µM]
O=C(NC1CCOCC1)C1=NO[C@@H]2CN(c3ccc(F)c(Cl)c3)C[C@H]12 | 17.7%[44.1 µM]
CC(C)CN(CCCNC(=O)CN1N=C(c2ccccc2)CCC1=O)CC(C)C | -17.3%
Cc1cc(CC(C)n2ccnc2-c2cc3n(n2)CCCNC3)n[nH]1 (configuration not stated) | -2.9%
Cc1ccc(C)c(C(=O)N2CC(C(=O)NCCc3ccncc3)C3(CCOCC3)C2)c1 (configuration not stated) | 0.3%
COc1ccc(NC(=O)Cn2c(C)cc3nc4n(c(=O)c32)CCC4)cc1Cl | i

(cont.)
SMILES | Pf Dd2 growth
COc1ccc(-n2cc(C(=O)NCCc3cc(OC)ccc3OC)c3ccccc3c2=O)cc1 | ?
O=C(NCc1ccccc1F)c1ccc2c(c1)CN(Cc1ccc(O)c(F)c1)CCO2 | ?
CC(Cn1cncn1)C(=O)N1CCC2(CC1)CN(CCOc1ccccc1)C(=O)O2 (configuration not stated) | 3.8%
Cc1c(CC(=O)NC(C)C2CC2)c2c(n1Cc1ccccc1F)CCCC2=O (configuration not stated) | 10µM*
Cc1cc(C)c(CNC(=O)c2nc(-c3cccc(N4CCOCC4)c3)cc3[nH]ccc23)c(=O)[nH]1 | 8.91µM*
CCNC(=O)N[C@H]1C[C@@H](Cc2cc(C(C)(C)C)on2)C1(C)C | i
CNS(=O)(=O)c1cn(CC(=O)Nc2ccc(C)cc2C)cc1S(=O)(=O)NC | 14.4%
O=C(Nc1ccc(Oc2ccccc2)cc1)N[C@H]1CO[C@H]2[C@@H]1OC[C@@H]2n1nnnc1Oc1ccccc1 | ?
O=C(NC1CCCCC1)N1CCC(c2noc(-c3ccncc3)n2)C1 (configuration not stated) | i[5.79 µM]
CCOC(=O)c1c(-c2ccccc2)csc1NC(=O)c1cc(-c2ccc(F)cc2)on1 | 45.0%[activator]
CC(NS(=O)(=O)c1ccc2c(c1)CCN2C(=O)CCCC(=O)O)c1ccccc1 (configuration not stated) | -11.7%
CC(=O)Nc1ccc(NC(=O)Cn2nc3c(cc2=O)CCCCC3)cc1 | 0.1%
COc1cc(OC)c(OC)cc1/C=C/c1nc2ccccc2c(=O)n1-c1ccc(Br)c(C)c1 | i
COc1ccccc1-c1ccnc(N[C@H]2CO[C@H]3[C@@H]2OC[C@@H]3NC(=O)NC2CCCCC2)n1 | -14.9%
COCc1cc(=O)n(CC(=O)Nc2ccc(OC)cc2)c(N2CCOCC2)n1 | -17.2%

Entries listed so far with bromine (3):
SMILES | Pf Dd2 growth
COCc1cc(=O)n(CC(=O)Nc2cccc(Br)c2)c(N2CCOCC2)n1 | -14.2%
Cc1cc(NS(=O)(=O)c2ccc(NC(=O)COc3cc(C)c(Br)cc3C(C)C)cc2)no1 | 33.5%[activator][5.79 µM]
COc1cc(OC)c(OC)cc1/C=C/c1nc2ccccc2c(=O)n1-c1ccc(Br)c(C)c1 | i

Continuation.
SMILES | Pf Dd2 growth
COc1ccc(S(=O)(=O)N2CCn3nnc(CCC(=O)N4CCOCC4)c3C2)cc1 | -21.1%
COc1ccc(C2(C(=O)N3C[C@@H](CO)[C@H](c4nc(C)no4)C3)CC2)cc1 | 27.2%
COc1ccc(-c2csc3ncnc(Nc4ccc(OC)cc4OC)c23)cc1 | 56.8%[activator]
COc1ccc(C)cc1NC(=O)c1cnc2ccc(C)cn2c1=O | 32.2%
Cc1nc([C@@H]2CN(C(=O)c3sccc3C)C[C@H]2C(N)=O)n[nH]1 | 25.4%
CC(C)C(O)C1CCN(c2nccc(-c3cc(C(=O)O)ccn3)n2)CC1 (configuration not stated) | 14.5%
CCOC(=O)c1c(NC(=O)c2cc(=O)c3cc(C)ccc3o2)sc2c1CCCC2 | 52.9%[activator]
COC[C@H]1C[C@@H](NS(=O)(=O)c2ccc(F)cc2)[C@H](O)[C@@H]1O | 8.9%[44.1 µM]
C[C@H]1[C@@H]2[C@@H](O)C([C@H](C)C(=O)N3CCCCC3)CC[C@@]2(C)CC[C@@H]1NC(=O)c1ccccn1 (some centres not stated) | i
COc1ccc(N2CCN(C(=O)C3CCCN(S(=O)(=O)c4ccc5c(c4)oc(=O)n5C)C3)CC2)cc1 (configuration not stated) | -6.5%
COC[C@H]1CCCN1C[C@H]1CN2CC[C@H]1C[C@@H]2CNC(=S)Nc1ccc(-n2cccn2)cc1 | i
CCCn1ncc(C(=O)NCC2(O)CCCNC2)c1C (configuration not stated) | 10.0%
O=C(/C=C\c1ccc2c(c1)OCO2)NC1CC(=O)N(c2ccc(Cl)cc2)C1 (configuration not stated) | 47.9%[activator]
OC[C@@H]1CN(Cc2ccc(F)cc2)C[C@H]1c1nc(-c2ccncc2)no1 | ?
CCOC(=O)C1CCN(C(=O)CN2c3ccc(CC)cc3-c3ccccc3S2(=O)=O)CC1 | -0.8%

Four of these compounds, reformatted.
CCOC(=O)c1c(NC(=O)c2cc(=O)c3cc(C)ccc3o2)sc2c1CCCC2
  Pf Dd2 growth: 52.9%[activator]
C[C@H]1[C@@H]2[C@@H](O)C([C@H](C)C(=O)N3CCCCC3)CC[C@@]2(C)CC[C@@H]1NC(=O)c1ccccn1 (some centres not stated)
  Pf Dd2 growth: i
Cc1nc([C@@H]2CN(C(=O)c3sccc3C)C[C@H]2C(N)=O)n[nH]1
  Pf Dd2 growth: 25.4%
COc1ccc(-c2csc3ncnc(Nc4ccc(OC)cc4OC)c23)cc1
  Pf Dd2 growth: 56.8%[activator]

Next part.
SMILES | Pf Dd2 growth
CC(C)NC(=O)N1CCNc2cnc(Nc3cccc(C(F)(F)F)c3)nc2C1 | -28.4%[44.1 µM]
Cc1ccc(NC(=O)Cn2c(C)cc3nc4n(c(=O)c32)CCC4)cc1 | i
CNC(=O)[C@H]1C[C@H](Oc2cccnc2)CN1S(=O)(=O)c1ccc(OC)cc1 | -9.4%
Cc1ccc(C)c(C(=O)NCc2nnc3cc(-c4nc(C5CC5)no4)ccn23)c1 | i
CC(Nc1ncnc2c1cnn2-c1cccc(Cl)c1)c1ccccc1 (configuration not stated) | ?
COc1cc(NC(=O)Nc2cccc(-c3ccc(N4CCOCC4)nn3)c2)cc(OC)c1 | ?
O=C(NCC1CCCO1)Nc1cccc(-c2nnc3n2CCCC3)c1 (configuration not stated) | ?
O=C1NCCCCCN(C(=O)c2cccs2)[C@H]2CCCC[C@@H]12 | 1.6%
CC(C)c1nn2c(=O)cc(COC(=O)C3CCCCC3)nc2s1 | i
CCCCn1c(=O)c2oc3ccccc3c2n(Cc2cccc(C)c2)c1=O | 32.0%[activator]
O=C(c1ccc([N+](=O)[O-])cc1)N(Cc1ccco1)c1ccccn1 | 37.9%[activator]
Cc1ccc(-n2ncc3c(N4CCN(c5ccccc5)CC4)ncnc32)cc1C | 61.0%[activator]
Cc1noc2c(-c3cccnc3N3CC(O)C3)cc(-c3ccccc3)nc12 | -12.4%[44.1 µM]
CN1C(=O)C2(CCN(C(=O)c3cccc(Br)c3)C2)c2ccccc21 (configuration not stated) | ?
CCOCCN1C(=O)COC[C@@H]1[C@H](O)c1ccc(NC(=O)COC)cc1 | i
O=C1[C@@H]2CSC(c3ccc(F)cc3)N2C(=O)N1c1ccc(Cl)cc1 (some centres not stated) | 19.0%
O=C(NCc1ccc(F)cc1)C1CCN(c2ncnc3c2nc2n3CCCCC2)CC1 | 79.5%[activator]
CC1(C(=O)NCCc2ccccc2)CCCCC(=O)N1 (configuration not stated) | 7.7%
CCOc1ccccc1C1NC(=O)N(CC(=O)Nc2ccc(OC)c(Cl)c2)C2=C1C(=O)OC2 (configuration not stated) | ?
C=CCn1nc(C(=O)N2CCOCC2)c2c1CCC(NCC1(c3ccccc3)CCOCC1)C2 (configuration not stated) | -11.7%
